Bioassay records: PubChem, several laboratories
Large T inhibition: TAg ATPase/helicase activity blockers – biochemical (AID 1903) | actives 0.39% (n = 310,000) | SV40 large T antigen ATPase/helicase inhibition assay; higher % means a stronger effect | one-dose inhibition, % at 20 µM; IC50 in µM for titrated hits; in the data active means a potency from the dose series; inconclusive means inhibition mostly from about 32% at the one dose, without a potency; inactive means the rest, 99 in 100 with inhibition below about 32%; further: strong numbers were not always called active
LYP phosphatase: PTPN22 lymphoid phosphatase activity blockers – biochemical, fluorescence intensity, uHTS (AID 1779). recombinant LYP phosphatase, fluorescence intensity; higher % means a stronger effect. inhibition, % at 11.5 µM, or IC50 in µM where a hit was titrated. actives 0.054% (n = 290,000); in the data active means inhibition above about 50%;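 further: plate controls were vehicle with enzyme for no effect and no enzyme for full effect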
RSV CPE inhibition: inhibition of RSV-induced cytopathic effect – HEp-2 cells, primary 10 µM value included (AID 2391). HEp-2 cells, RSV-induced CPE inhibition; higher % means a stronger effect. CPE inhibition, % at 10 µM; hits with a dose series show IC50 in µM. actives 0.13% (n = 310,000); in the data active means a potency from the dose series; inconclusive means CPE inhibition mostly from about 23% at the one dose, without a potency; inactive means the rest, 99 in 100 with CPE inhibition below about 21%; further: strong numbers were not always called active
ER stress rescue: rescue of cells from ER stress-induced death, primary screen, 384-well, CSM14.1, thapsigargin, ATP luminescence (AID 1222). 190,000 tested, under 10 active. cellular ATP content (survival), % at 20 µM; hits with a dose series show EC50 in µM. CSM14.1 thapsigargin-induced death rescue, ATP luminescence; higher % means a stronger effect;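 active means EC50 below 50 µM in the dose-response confirmation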;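 further: death triggered by thapsigargin at about 15 µM added after 2 h compound pretreatment; cell ATP read after overnight thapsigargin exposure of roughly 18 to 22 hours; normalized against plate controls of thapsigargin alone and 5% DMSO vehicle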
PhoP inhibition: inhibitors of PhoP regulon expression, primary screen, Salmonella Typhimurium, GFP reporter (AID 1863); S. Typhimurium PhoP-regulated promoter GFP reporter, 4 h; higher % means a stronger effect; actives 0.16% (n = 300,000); inhibition, % at 50 µM, or IC50 in µM where a hit was titrated;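 active means inhibition over 29.93%, a cutoff 3 SD above the screen mean, later confirmed by dose response; inconclusive means inhibition over 29.93% but no dose response follow-up; inactive means inhibition at most 29.93% or unconfirmed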;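 further: 0% = low Mg2+ inducing control and 100% = high Mg2+ repressing control; strong numbers were not always called active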
GPR35 arrestin U2OS: inhibition of zaprinast-stimulated GPR35 beta-arrestin translocation – imaging, U2OS, beta-arrestin-GFP, zaprinast agonist, primary screen (AID 2058). U2OS GPR35 beta-arrestin-GFP translocation imaging, zaprinast antagonism; higher % means a stronger effect. inhibition, % at 10 µM, or IC50 in µM where a hit was titrated. actives 0.052% (n = 290,000);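 active means inhibition of at least 50% with at least 30 cells and total cytoplasm GFP at most 10,000,000; inconclusive means under 30 cells or total GFP of 10,000,000 plus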
NS5 inhibitors: Dengue-2 NS5 methyltransferase inhibitors, primary screen, biochemical, confirmation dose response (AID 588689) | Dengue-2 NS5 methyltransferase capping enzyme assay, biochemical; higher % means a stronger effect | inhibition, % at 25 µM; hits with a dose series show IC50 in µM | actives 0.3% (n = 340,000); in the data active means a potency from the dose series; inconclusive means inhibition above about 29% without an active follow-up result
West Nile virus CPE: West Nile virus antiviral activity, cell-based, CPE readout (AID 1621); CPE inhibition, % at 10 µM; hits with a dose series show IC50 in µM; actives 0.02% (n = 290,000); West Nile virus-infected cells, CPE inhibition; higher % means a stronger effect; in the data active means a potency from the dose series; inconclusive means CPE inhibition mostly from about 3.7% at the one dose, without a potency; inactive means the rest, 99 in 100 with CPE inhibition below about 2.2%; further: strong numbers were not always called active
MgcRacGAP inhibition: MgcRacGAP GTPase-activating activity inhibitors, confirmation, biochemical, ADP Hunter fluorescence; MgcRacGAP-stimulated Rac1 GTP hydrolysis, ADP Hunter fluorescence; higher % means a stronger effect; GST-tagged Rac1 F28L mutant substrate; inhibition, % at 30 µM; hits with a dose series show IC50 in µM; actives 0.6% (n = 340,000);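 active means first-screen hits whose inhibition reached a set limit at any dose in the follow-up dose series; inconclusive means inhibition above the set first-screen limit but never retested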;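 further: fluorescence reports GDP produced by GAP-driven GTP hydrolysis; strong numbers were not always called active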
NS5 inhibitors pilot replicate: second read-out of NS5 inhibitors, no call of its own (marks repeat the call); inhibition, %; measured here: pilot screen replicate inhibition
An asterisk follows results filed as active; ? = inconclusive; . = not tested or not shown; & = joins results of further samples.

SMILES	Large T inhibition	LYP phosphatase	RSV CPE inhibition	ER stress rescue	PhoP inhibition	GPR35 arrestin U2OS	NS5 inhibitors	West Nile virus CPE	MgcRacGAP inhibition	others
COc1cccc(C(=O)/C=C/Nc2ccc(S(=O)(=O)Nc3cccc(C(C)=O)c3)cc2)c1	2.8%	-7.5%	?	0.8%	-2.0%	-5.4%	-6.9%	1.5%	2.8%
Cn1c(=O)n(C)c2cc(S(=O)(=O)NCCOCCO)ccc21	4.3%	-9.7%	-0.2%	1.9%	-0.5%	2.2%	0.7%	-0.3%	9.9%
O=C(Nc1ccc(/C=C/c2nc3ccccc3o2)cc1)c1c(F)cccc1F	-0.9%	4.0%	41.6%	-2.2%	-8.1%	12.5%	8.9%	0.5%	3.6%
O=C(Nc1ccccc1C(=O)NCc1ccc(Cl)cc1)c1ccco1	7.5%	2.7%	-2.4%	-0.3%	1.2%	-4.7%	-3.5%	.	-4.4%
COc1ccc(C(c2c(C)n(C)n(-c3ccccc3)c2=O)c2c(C)n(C)n(-c3ccccc3)c2=O)cc1OC	5.0%	-11.2%	1.2%	.	0.5%	-2.0%	-2.7%	-0.8%	3.4%
O=C(CNC(=S)NC(=O)c1ccco1)c1ccccc1	9.2%	-5.2%	1.5%	-2.4%	2.0%	-3.2%	2.4%	-0.1%	2.0%
CC1(C)NC(=O)N(CC(O)CN(Cc2ccccc2)Cc2ccccc2)C1=O (stereo not drawn)	0.6%	0.9%	1.2%	-0.5%	10.1%	-18.7%	-2.3%	-0.2%	1.9%
O=C(CN1CCCC1)OCCCc1ccccc1	6.7%	-5.5%	2.4%	-0.5%	-4.7%	17.5%	0.0%	1.3%	3.9%
CCOc1ccc(N(CC(=O)NCc2ccccc2Cl)S(=O)(=O)c2c(C)noc2C)cc1	9.7%	-6.2%	-1.1%	.	5.6%	17.7%	5.3%	-0.8%	-13.9%
CCc1c(C)nc2c(-c3ccccc3)c(C)nn2c1Nc1ccc(NC(C)=O)cc1	1.7%	3.8%	?	.	0.5%	-5.1%	.	-1.0%	.
CCOC(=O)Cn1nc(CC)c2ccccc2c1=O	3.1%	-4.7%	-0.8%	-2.0%	-6.6%	4.3%	0.3%	0.4%	3.2%
CC(C)NC(=O)CN1C(=O)c2cccc3cccc1c23	16.4%	-4.5%	2.2%	.	5.3%	-2.0%	-2.6%	0.0%	9.6%	NS5 inhibitors pilot replicate=0.3
CCC(NC(=O)NCc1ccc2c(c1)OCO2)(C(F)(F)F)C(F)(F)F	2.6%	-6.3%	0.4%	-2.5%	8.6%	-1.7%	4.8%	-0.8%	-5.9%	NS5 inhibitors pilot replicate=-3.2
CC(C)Nc1nc(NC(C)C)nc(SCC(N)=O)n1	5.8%	-11.4%	0.5%	-0.3%	0.8%	-16.1%	-2.2%	-0.5%	0.1%
COc1ccc(OCC(=O)NCC(c2cccs2)N2CCOCC2)cc1 (stereo not drawn)	9.2%	.	0.4%	.	-2.9%	.	5.1%	.	8.1%
COc1cc(OC)cc(-c2nc(SCC(=O)Nc3ccccc3F)n[nH]2)c1	2.0%	-12.5%	13.6%	.	0.3%	-3.9%	-4.6%	-0.1%	5.5%
CC1=CC(=O)C(C(C)C)=C/C1=C(\c1cc(C(C)C)c(OP(=O)(O)O)cc1C)c1ccccc1C(=O)O	7.2%	-3.0%	-2.0%	.	4.9%	2.8%	33.4µM*	-1.6%	16.9%
C=CCn1c(Sc2ccccc2)nc2c1c(=O)[nH]c(=O)n2C	14.4%	-0.8%	-3.3%	-0.9%	4.4%	-1.6%	-5.5%	0.1%	2.8%
CCOC(=O)CSc1nc2cc(C)cc(C)c2cc1C#N	1.9%	-0.4%	3.9%	-2.3%	-3.9%	12.1%	6.9%	0.3%	1.3%
S=C(NCc1ccco1)N1CCC(c2nc3ccccc3o2)CC1	17.0%	-4.7%	9.1%	0.1%	0.9%	3.1%	-0.8%	-1.2%	6.7%
O=C(Nc1cccnc1)c1cc(S(=O)(=O)N2CCOCC2)ccc1Br	-3.0%	-2.7%	3.0%	.	5.4%	3.1%	4.5%	0.9%	8.1%
CCOC(=O)c1sc(NC(=O)C(CC)Sc2nnc3c4ccccc4n(CC)c3n2)nc1C (stereo not drawn)	9.2%	1.9%	-0.8%	.	-11.2%	1.0%	1.7%	-0.3%	7.9%
COc1ccc(-c2cc(C(=O)N3CCN(S(=O)(=O)c4ccc(C)cc4)CC3)[nH]n2)cc1	.	-9.5%	0.9%	.	.	1.4%	6.5%	1.2%	0.8%
CCOc1ccc(N2C(=O)CC(N3CCN(c4ccc([N+](=O)[O-])cc4)CC3)C2=O)cc1 (stereo not drawn)	3.7%	-11.9%	-0.9%	.	4.5%	10.2%	-0.4%	.	10.9%
NC(=O)C1CCN(CC(=O)Nc2cccnc2Cl)CC1	3.4%	0.3%	1.6%	-1.3%	2.2%	-6.5%	-8.3%	0.1%	7.5%

(next part)
SMILES	Large T inhibition	LYP phosphatase	RSV CPE inhibition	ER stress rescue	PhoP inhibition	GPR35 arrestin U2OS	NS5 inhibitors	West Nile virus CPE	MgcRacGAP inhibition	others
O=C(O)c1cccc(NC(=S)N/N=C/c2ccccc2OCc2cccc(Br)c2)c1	18.5%	9.9%	.	0.7%	1.6%	-2.3%	.	-0.2%	1.2%
O=C(c1c[nH]c2ccccc12)C(Cl)c1ccccc1 (stereo not drawn)	1.6%	-6.3%	21.9%	.	10.1%	-4.2%	-4.5%	10.9%	-4.3%
CC(CN1C(C)CCCC1C)OC(=O)c1ccc(Cl)cc1Cl (stereo not drawn)	-1.7%	-7.6%	2.8%	-0.1%	3.2%	-1.6%	-8.9%	1.7%	-1.7%
Cc1ccc(CN2CCN(c3ccccc3Cl)CC2)o1	13.3%	.	1.0%	.	.	.	-6.2%	.	9.7%
Clc1ccccc1Cn1nnc2c(Nc3ccccc3)ncnc21	4.9%	-0.3%	1.0%	-1.4%	-5.7%	2.4%	-7.2%	-0.3%	6.2%
Cc1cc(NC(=O)C2CC=CCC2C(=O)O)no1 (stereo not drawn)	-2.4%	-7.7%	0.9%	-2.8%	-0.5%	-1.6%	-8.9%	0.2%	3.5%
COc1ccccc1NC(=O)CSc1ccc(-c2cccs2)nn1	10.4%	-3.1%	5.8%	-7.2%	-5.6%	-13.1%	0.8%	-0.1%	3.1%
CC(NC(=O)C1CCN(C(=O)Nc2ccccc2)CC1)c1ccccc1 (stereo not drawn)	-1.1%	.	-0.1%	.	-4.5%	.	-0.7%	.	-2.2%
Cc1occc1C(=O)Nc1cc(C(F)(F)F)ccc1Cl	15.5%	-2.0%	0.2%	-1.9%	3.8%	13.7%	-1.6%	-0.2%	8.5%
CCOC(=O)N1CCN(C(=O)c2cccc(S(=O)(=O)Nc3ccc(Br)cc3)c2)CC1	20.4%	.	-1.4%	.	3.8%	.	-2.2%	.	0.8%
O=C(OCc1cccc([N+](=O)[O-])c1)c1cnccn1	9.1%	-13.8%	1.3%	-0.1%	10.3%	5.3%	5.4%	-0.1%	11.8%
CCN(CC)C(=O)N1CCN(C)CC1	7.9%&1.5%	-6.2%	1.1%	1.1%	-5.5%&-8.8%	-17.8%	3.7%	0.3%	3.4%
CCOc1ccc(NC(=O)Cn2nc(-c3ccccc3Cl)n(CC)c2=S)cc1	18.6%	-5.6%	-0.8%	-0.1%	-1.9%	5.4%	-1.6%	0.1%	13.7%
Cc1cc(C)c2cc(CN(CCO)C(=O)Nc3ccc(Cl)cc3)c(=O)[nH]c2c1	-1.6%	8.9%	4.2%	3.2%	-9.5%	6.0%	.	-0.5%	.
CCOC(=O)c1sc(N/N=C/c2cccc(C)c2)nc1C	3.1%	-3.4%	1.1%	-0.9%	-1.1%	1.3%	-6.4%	0.2%	13.8%
COC(=O)C1CCN(C(=O)CC(NC(=O)C(F)(F)F)c2cccs2)CC1 (stereo not drawn)	19.9%	-5.6%	0.6%	.	6.6%	4.6%	-1.3%	-0.1%	9.6%
CCC(=O)N1CCN(C(=O)CC)C1c1ccccc1	-0.3%	-5.0%	0.5%	-0.3%	-8.1%	-1.3%	9.1%	0.0%	13.3%
CC(=O)N/C(=C\c1ccccc1)C(=O)NC(C)C(=O)O (stereo not drawn)	-18.5%	1.0%	0.7%	-1.5%	-1.5%	-9.0%	-5.9%	0.2%	4.5%
C=CCn1c(SCc2ccc(C(=O)NCCO)cc2)nc2ccccc2c1=O	5.0%	-5.2%	4.0%	.	3.7%	1.8%	-0.8%	-1.0%	-9.2%
CCOc1ccc(N2CC(C(=O)NCCCN3CCOCC3)CC2=O)cc1 (stereo not drawn)	4.4%	4.9%	-0.7%	-1.3%	0.3%	-8.8%	-8.9%	0.1%	5.1%
COc1ccc(NC(=S)N(CCCN2CCC(C)CC2)Cc2cccs2)cc1	10.5%	-4.0%	-1.7%	-0.4%	-5.3%	5.6%	-3.8%	-0.7%	8.0%
COc1ccc(C(=O)NC(=S)Nc2ccc(N3CCN(C(C)=O)CC3)cc2)cc1[N+](=O)[O-]	19.4%	-2.9%	3.2%	.	-5.1%	-15.6%	-1.6%	-0.3%	12.4%
Cc1ccc(N2CCN(C(=O)c3cn(CC4CCCCC4)nn3)C(C)C2)cc1 (stereo not drawn)	13.4%	1.5%	6.9%	.	-2.1%	4.8%	3.2%	-0.4%	-3.5%
O=C(COC(=O)CCc1nc2ccccc2s1)Nc1cccc(S(=O)(=O)N2CCOCC2)c1	7.1%	1.5%	-0.6%	0.7%	-7.5%	5.3%	2.5%	0.3%	6.8%	NS5 inhibitors pilot replicate=-1.2
Cc1cc(Cn2nnc3ccccc32)c(O)c(C(C)(C)C)c1	21.2%	.	4.1%	.	.	.	-2.4%	.	2.5%
C=CC(C)(C)c1[nH]cnc1/C=C1\NC(=O)C(C(C)C)NC1=O (stereo not drawn)	10.3%	-2.7%	1.6%	.	-4.0%	0.1%	5.8%	-0.2%	-1.6%

Arranged by count of non-hydrogen atoms (rising): 3 of the compounds above.
SMILES	Large T inhibition	LYP phosphatase	RSV CPE inhibition	ER stress rescue	PhoP inhibition	GPR35 arrestin U2OS	NS5 inhibitors	West Nile virus CPE	MgcRacGAP inhibition	others
Cc1occc1C(=O)Nc1cc(C(F)(F)F)ccc1Cl	15.5%	-2.0%	0.2%	-1.9%	3.8%	13.7%	-1.6%	-0.2%	8.5%
Clc1ccccc1Cn1nnc2c(Nc3ccccc3)ncnc21	4.9%	-0.3%	1.0%	-1.4%	-5.7%	2.4%	-7.2%	-0.3%	6.2%
C=CCn1c(SCc2ccc(C(=O)NCCO)cc2)nc2ccccc2c1=O	5.0%	-5.2%	4.0%	.	3.7%	1.8%	-0.8%	-1.0%	-9.2%
